Vif-A3G inh – qHTS for Inhibitors of Vif-A3G Interactions: qHTS; HeLa A3G-eYFP + Vif (tagged APOBEC3G with the HIV-1 protein that degrades it), YFP fluorescence, overnight; actives 0.076% (n = 410,000); Potency, µM (series often up to 46.1 µM), inactives show at the top dose activity, negative = active, usual class: inhibitors; DNA dC->dU-editing enzyme APOBEC-3G (Homo sapiens), Q9HC16;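 note: potency is the fitted concentration of half-maximal effect; % is set by controls: 0 for no effect and ±100 for the full control effect; nearly all actives have a fitted effect of over 60% in size; hits raise eYFP signal because A3G escapes Vif-driven loss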
Target sequence (Q9HC16 whole entry, looked up): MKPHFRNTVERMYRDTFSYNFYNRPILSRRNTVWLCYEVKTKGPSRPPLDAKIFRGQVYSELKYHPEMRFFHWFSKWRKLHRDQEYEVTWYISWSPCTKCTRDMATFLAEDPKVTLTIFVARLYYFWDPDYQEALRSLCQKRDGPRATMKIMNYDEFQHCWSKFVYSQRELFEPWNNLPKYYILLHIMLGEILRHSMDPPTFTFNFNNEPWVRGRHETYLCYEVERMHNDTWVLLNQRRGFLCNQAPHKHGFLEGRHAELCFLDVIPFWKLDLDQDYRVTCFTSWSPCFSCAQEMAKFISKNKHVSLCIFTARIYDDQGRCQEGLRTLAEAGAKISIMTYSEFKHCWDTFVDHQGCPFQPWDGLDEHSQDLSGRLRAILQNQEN
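HeLa cells stably expressing Vif and C-terminally eYFP-tagged A3G, seeded overnight at 37 deg C, then exposed to compound by pintool overnight at 37 deg C. Rise in yellow fluorescence (Ex 488/Em 500-530, Acumen) marks blocked Vif-driven A3G degradation.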
mIDH1 inhibitor – qHTS for Inhibitors of mutant isocitrate dehydrogenase 1 (IDH1): qHTS. Isocitrate dehydrogenase [NADP] cytoplasmic (Homo sapiens), O75874. IDH1-R132H enzyme, NADPH consumption, diaphorase/resazurin fluorescence. Potency, µM (series often up to 76.6 µM), without a hit: at the top dose activity change, negative = inhibition, hits mostly inhibitors. actives 0.093% (n = 390,000); note: potency is the fitted concentration of half-maximal effect; % is set by controls: 0 for no effect and ±100 for the full control effect; nearly all actives have a fitted effect of over 65% in size
Target sequence (O75874 whole entry R132H, stated change not applied): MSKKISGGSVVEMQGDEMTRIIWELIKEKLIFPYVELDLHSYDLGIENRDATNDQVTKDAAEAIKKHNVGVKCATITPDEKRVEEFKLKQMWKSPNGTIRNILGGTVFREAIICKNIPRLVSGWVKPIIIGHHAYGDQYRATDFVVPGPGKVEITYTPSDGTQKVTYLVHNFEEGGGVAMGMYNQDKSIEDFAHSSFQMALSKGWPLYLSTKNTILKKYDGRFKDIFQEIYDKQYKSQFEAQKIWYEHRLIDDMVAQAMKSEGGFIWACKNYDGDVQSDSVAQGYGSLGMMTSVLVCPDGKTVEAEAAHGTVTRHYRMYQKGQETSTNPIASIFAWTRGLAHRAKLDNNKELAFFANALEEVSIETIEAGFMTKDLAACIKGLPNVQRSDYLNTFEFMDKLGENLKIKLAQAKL
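IDH1-R132H (0.5 ug/mL) preincubated 30 min with compound, then NADPH (0.016 mM) and alpha-KG (2 mM) added; 80 min at RT, pH 7.5. Remaining NADPH coupled via diaphorase/resazurin to fluorescence (540/590 nm); concentration-response curves normalized to no-enzyme control.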
GRP78 ERSR act – qHTS for Inducers of the Endoplasmic Reticulum Stress Response (ERSR) in Human Glioma: qHTS. U87-MG GRP78 promoter luciferase reporter, 16 h. Potency, µM, without a hit: at the top dose activation, most hits filed as activators. actives 0.02% (n = 420,000); note: potency is the fitted concentration of half-maximal effect; series mostly up to about 76 µM; % of control where 0% means no effect; nearly all actives have a fitted effect of over 35% in size
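Stably transfected U87-MG glioma cells carrying a GRP78-based luciferase sensor; 16 h compound incubation. Luminescence end-point read 10 min after Bright-Glo addition at room temperature.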
PI4K2A block – qHTS for small molecular inhibitors of PI4K2A. actives 0.13% (n = 420,000). AID 1346378, 2018. activity change, negative = inhibition, % at 76.9 µM. Phosphatidylinositol 4-kinase type 2-alpha (Homo sapiens), Q9BTU6. purified PI4K2A, ADP-Glo luminescence, 1 h; active compounds read low; in the data active = activity change below about -50%; inconclusive = mostly about -30% to -49%;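 note: -100% = wells without enzyme as full effect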
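Compounds are screened against recombinant PI4K2A using PI as substrate and ATP, the latter dispensed at 300 microM. Reactions run one hour at ambient temperature before ADP-Glo detection; full inhibition defined by wells lacking enzyme.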
Vif-APOBEC3F blk – qHTS for Inhibitors of Vif-A3F Interactions: qHTS; HeLa A3F-eYFP + Vif (tagged APOBEC3F with the HIV-1 protein that degrades it), YFP fluorescence increase; Potency, µM (highest dose often 46.1 µM), without a hit: at the highest dose activity, negative = active; actives 0.2% (n = 390,000); note: potency is the fitted concentration of half-maximal effect; % of control where 0% means no effect; nearly all actives have a fitted effect of over 65% in size
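Fluorescence increase (Ex 488/Em 500-530) after overnight compound treatment at 37 deg C flags inhibition of Vif-driven A3F-eYFP loss in stable HeLa A3F-eYFP/Vif cells seeded overnight beforehand.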
RXFP1 ag – qHTS Assay for Agonists of the Relaxin Receptor RXFP1; AID 2676, 2010; Potency, µM (titrated, usually from 57.5 µM), inactives show top-dose activation, actives largely listed as activators; Relaxin receptor 1 (Homo sapiens), Q9HBX9; actives 0.3% (n = 370,000); HEK293T-RXFP1 cAMP TR-FRET, 30 min; response scale: percent of porcine relaxin response, buffer zero; note: potency is the fitted concentration of half-maximal effect; % is set by controls: 0 for no effect and ±100 for the full control effect; nearly all actives have a fitted effect of over 60% in size; many of its hits are not listed in these tables
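cAMP rise read by TR-FRET after 30 min, 37C compound exposure (up to 58 uM) in RXFP1-transfected HEK293 cells with Ro 20174 present. EC50 from Hill-equation fits, with 29 nM porcine relaxin as 100% and buffer as basal.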
TrxR1 substrate – qHTS Assay for Substrates of Mammalian Selenoprotein Thioredoxin Reductase 1 (TrxR1): qHTS; Potency, µM (doses to about 114 µM), for inactives: at the top dose activity change, negative = substrate turnover; actives 0.01% (n = 390,000); Thioredoxin reductase 1, cytoplasmic (Rattus norvegicus), O89049; purified TrxR1 substrate turnover, NADPH consumption readout; note: potency is the fitted concentration of half-maximal effect; % is set by controls: 0 for no effect and ±100 for the full control effect; nearly all actives have a fitted effect of over 50% in size
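Rat TrxR1, dispensed at 90 nM, was prereduced with 400 uM NADPH (final) for 5 min at ~22 deg C, then incubated with compound 15 min before 400 uM selenite. A first-read NADPH fluorescence drop versus no-compound background flagged substrates.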
USP1 inh – Inhibitors of USP1/UAF1: Primary Screen. Ubiquitin carboxyl-terminal hydrolase 1 (Homo sapiens), O94782. actives 0.23% (n = 390,000). Potency, µM (series often up to 57.1 µM), inactives show at the highest dose activity change, negative = inhibition, usual class: inhibitors. recombinant USP1/UAF1, Ub-Rhodamine cleavage fluorescence. AID 743255, 2014; note: potency is the fitted concentration of half-maximal effect; % is set by controls: 0 for no effect and ±100 for the full control effect; nearly all actives have a fitted effect of over 60% in size; inactives centre near -12
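USP1/UAF1 complex (1 nM) preincubated 15 min at room temperature with compound, then Ub-Rho substrate (150 nM final) added. Kinetic fluorescence at 480/540 nm over 6 reads at 60 s intervals; 50 mM HEPES pH 7.8, 0.5 mM EDTA, 0.1 mg/ml BSA, 1 mM TCEP, 0.01% Tween-20.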
LDHA inh – qHTS assay for inhibitors of human lactate dehydrogenase | L-lactate dehydrogenase A chain (Homo sapiens), P00338 | purified LDHA, NADH/diaphorase-resazurin fluorescence; active compounds read low | activity change, % (values are at about 110 or 230 µM) | actives 0.15% (n = 480,000); in the data active = activity change below about -30%; inconclusive = mostly about -25% to -30%;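 note: plate controls were DMSO wells for no effect and wells without enzyme for full effect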
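Human LDH5 (2 nM) was incubated with 0.06 mM NADH and 0.2 mM pyruvate for 5 min at room temperature in Tris pH 7.4. Remaining NADH was coupled through diaphorase/resazurin, and resorufin fluorescence was read at 0 and 20 min.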
The depositor's hits bear a star; ? = inconclusive; . = not tested or not shown; [ ] = another dose, or the depositor's remark. Unless noted, calls come from the whole dose curve; as a rule, active = well fitted curve in the direction sought with a large enough effect; inconclusive = small, poorly fitted or top-dose-only effect, or another doubt; inactive = no such curve, though single readings can be large; an effect the other way counts as inactive or inconclusive.

Every second line gives: Vif-A3G inh	mIDH1 inhibitor	GRP78 ERSR act	PI4K2A block	Vif-APOBEC3F blk	RXFP1 ag	TrxR1 substrate	USP1 inh	LDHA inh
> CCOc1ccc(-n2nc3c(SCCN4CCCC4)nnc(C)c3c2C)cc1
→ ?	3%	-3%	-1	?	21%	5%[57.1 µM]	?	-6
> CCCN(C(=O)c1ccc2c(=O)n3c(nc2c1)CCCCC3)c1cccc(Cl)c1
→ .	.	.	-1	.	-2.4%	3%	-7%	-3
> COc1ccccc1/C=C/C(=O)NCC(=O)N/N=C(/C)c1ccco1
→ -5%	-11%	0%	3	1%	-0.2%	10%	-12%	-6
> Cc1ccnc2nc(C(=O)OCC(=O)N(Cc3ccccc3)C(C)C)nn12
→ 2%	12%	-3%	-4	-13%	.	1%	-15%	0
> COc1ccc(N(C(C)C(=O)NN=C2CCCC2)S(C)(=O)=O)cc1 (stereo not drawn)
→ 2%	4%	-3%	-2	-22%	-2.4%	1%	-21%	-4
> CCc1ccc(-c2cc(C)no2)cc1S(=O)(=O)NCc1ccccc1OC
→ -1%	-7%	-4%	1	-5%	0.2%	-5%	-10%	-2
> COc1ccc(-c2csc(/N=C/N(C)C)n2)cc1OC
→ 1%	2%	2%	-3	-5%	-4.9%	7%[57.1 µM]	-17%	-2
> Cc1cccc(C(=S)N2CCOCC2)n1
→ 6%	0%	-2%	6	2%	0.1%	2%	-17%	-8
> C=CCN1C(=S)N[C@@H]2CS(=O)(=O)C[C@@H]21
→ -1%	7%	-1%	-24	-5%	-0.1%	8%[2.29 µM]	-5%	2
> O=C(/C=C/c1ccccc1)Nc1scc(-c2ccccc2)c1C(=O)O
→ -1%	24%	-5%	-4	-5%	-1.6%	-3%[57.1 µM]	-25%	-14
> CCOC(=O)c1c(N2C(=O)C3CC(C)=C(C)CC3C2=O)sc(C)c1C (stereo not drawn)
→ 0%	0%	0%	-1	-10%	1.1%	7%	-30%	-7
> CCC(=O)c1ccccc1OCCN1C(=O)NC(C)(C)C1=O
→ -1%	3%	-4%	0	0%	-0.7%	-8%	-12%	-1
> c1ccc2c(CSCCc3ccncc3)cccc2c1
→ -8%	8%	-3%	5	1%	0.8%	7%	-17%	12
> CC(=O)Nc1ccc(-n2cc3c(c2-c2ccc(C)cc2)c(=O)n(C)c(=O)n3C)cc1
→ -1%	?	-1%	0	2%	3.8%	19%	-22%	3
> COc1cccc(CNC(C)C(=O)Nc2ccc(S(=O)(=O)N3CCCC3)cc2)c1 (stereo not drawn)
→ 0%	-5%	-3%	3	1%	.	0%	-20%	0
> O=C(NC(=O)N1CCN(c2ccccc2)CC1)c1ccc(Cl)cc1
→ 1%	0%	1%	-5	-14%	-0.3%	3%[57.1 µM]	-18%	12
> Cc1ccc(CS(=O)(=O)CCC(=O)NCCc2ccccc2)cc1
→ 2%	2%	3%	-2	?	1.5%	5%[57.1 µM]	-6%	1
> CC(=O)c1ccc(-c2cnc3c(NC=O)cc(-c4cnn(C)c4)cn23)cc1
→ ?	.	2%	-26	.	.	.	.	16
> O=C(NCCCCCCNC(=O)OCCO)OCCO
→ -3%	11%	-2%	-7	-5%	0.8%	10%[57.1 µM]	-7%	-8
> COc1cc2c(C(=O)N3CCN(c4ccccc4)CC3)c(C)oc2cc1Br
→ -8%	5%	-6%	46	6%	0.7%	10%[57.1 µM]	-13%	-4
> CC(=O)NC1=NC(=O)/C(=C/c2cc(C)n(-c3ccc(NC(C)=O)cc3)c2C)S1
→ -8%	-3%	0%	2	?	1.8%	1%	-1%	1
> COc1ccc2cc(CN(CC3CCCO3)S(=O)(=O)c3ccccc3)c(=O)[nH]c2c1 (stereo not drawn)
→ -9%	2%	-2%	0	-7%	-0.9%	7%	-12%	0
> CCc1cccc2c(=O)c(C(=O)N3CCOCC3)c[nH]c12
→ -3%	-3%	-1%	4	-4%	1.1%	1%[57.1 µM]	-14%	-6
> COc1ccccc1-c1ccc(SCC(=O)Nc2cc(C)on2)nn1
→ -1%	10%	2%	7	-12%	-2.4%	8%[57.1 µM]	-16%	-3
> Cc1cc(NS(=O)(=O)c2ccc(NC(=O)CSc3nnc(-c4ccco4)n3C)cc2)nc(C)n1
→ 1%	-5%	-5%	3	2%	2.1%	-9%	-9%	-7
> O=C(NCc1ccccc1)C(c1ccccc1F)N(C(=O)c1csnn1)C1CCCC1 (stereo not drawn)
→ -5%	2%	-3%	1	?	-0.2%	-8%	-6%	2
> Cc1cc(C)n(C2CC(=O)N(c3cccc(Cl)c3)C2=O)n1 (stereo not drawn)
→ 2%	-8%	-4%	4	8%	-1.1%	11%[57.1 µM]	-15%	-10
> CC(C)(C)c1ccc(NC(=O)CC2(C(F)(F)F)OCCO2)cc1
→ 1%	1%	3%	2	-4%	0.0%	-6%	-15%	0
> COc1ccc(S(=O)(=O)Nc2c(NC3CCCCC3)c3ccccc3oc2=O)cc1OC
→ 3%	-1%	-3%	-1	1%	2.4%	0%	-18%	-2
> CN1CCN(c2ccc(CNS(=O)(=O)c3ccccc3)cc2)CC1
→ -2%	8%	2%	3	8%	0.5%	0%[57.1 µM]	-26%	-4

Some of the entries so far, in markdown:
| canonical_smiles | Vif-A3G inh | mIDH1 inhibitor | GRP78 ERSR act | PI4K2A block | Vif-APOBEC3F blk | RXFP1 ag | TrxR1 substrate | USP1 inh | LDHA inh |
| --- | --- | --- | --- | --- | --- | --- | --- | --- | --- |
| CCc1ccc(-c2cc(C)no2)cc1S(=O)(=O)NCc1ccccc1OC | -1% | -7% | -4% | 1 | -5% | 0.2% | -5% | -10% | -2 |
| COc1ccc(-c2csc(/N=C/N(C)C)n2)cc1OC | 1% | 2% | 2% | -3 | -5% | -4.9% | 7%[57.1 µM] | -17% | -2 |

2 entries from above, set out differently:
| Compound | Vif-A3G inh | mIDH1 inhibitor | GRP78 ERSR act | PI4K2A block | Vif-APOBEC3F blk | RXFP1 ag | TrxR1 substrate | USP1 inh | LDHA inh |
| --- | --- | --- | --- | --- | --- | --- | --- | --- | --- |
| Cc1ccc(CS(=O)(=O)CCC(=O)NCCc2ccccc2)cc1 | 2% | 2% | 3% | -2 | ? | 1.5% | 5%[57.1 µM] | -6% | 1 |
| CC(=O)c1ccc(-c2cnc3c(NC=O)cc(-c4cnn(C)c4)cn23)cc1 | ? | . | 2% | -26 | . | . | . | . | 16 |

(listing goes on)
Every second line gives: Vif-A3G inh	mIDH1 inhibitor	GRP78 ERSR act	PI4K2A block	Vif-APOBEC3F blk	RXFP1 ag	TrxR1 substrate	USP1 inh	LDHA inh
> CCOc1ccc(N(CC(=O)Nc2ccc(C)c(C)c2)S(C)(=O)=O)cc1
→ -4%	8%	5%	-2	-4%	-0.4%	5%[57.1 µM]	-19%	-4
> CCN(CC)C(=O)C1CCN(c2cc(C)nc3c(-c4ccc(OC)c(OC)c4)c(C)nn23)CC1
→ -3%	13%	-3%	3	-2%	1.1%	0%	-28%	3
> O=C(N/N=C/c1c[nH]c2ccccc12)c1[nH]c2ccc(Br)cc2c1-c1ccccc1
→ ?	3%	0%	-4	-7%	-0.9%	11%	?	-1
> Cc1cc(=O)n(C)c2ccc(S(=O)(=O)N3CCOCC3)cc12
→ -1%	-3%	-1%	2	6%	-0.5%	1%	-19%	-8
> O=C(NC1=NCCS1)c1sc2cc(F)ccc2c1Cl
→ 1%	-1%	6%	3	0%	4.1%	-11%	-5%	-9
> CCCc1c(C(=O)N/N=C(\C)c2ccccc2O)nnn1-c1nonc1N
→ -5%	-6%	-4%	-5	0%	.	.	-7%	-15
> CN(C)c1cccc2c(S(=O)(=O)N3CCCC3)cccc12
→ 1%	2%	0%	0	2%	24%	-3%	-14%	4
> CCOC(=O)c1ccc(Oc2nc(NC(C)(C)C)nc(N(C)C)n2)cc1
→ -5%	0%	-5%	5	-7%	0.0%	-11%	-15%	-5
> COc1ccc(C(C)=O)cc1Cn1c(C)c(C(=O)NCc2ccc3c(c2)OCO3)sc1=O
→ -1%	.	-1%	-2	.	.	.	.	-2
> CCOC(=O)C1CCCN(c2nc(C)nc3c2oc2ccccc23)C1 (stereo not drawn)
→ -6%	5%	0%	-1	-21%	4.4%	-1%	-4%	0
> O=C(CN1CCN(Cc2cccc(Cl)c2)C1=O)NCc1cccs1
→ -1%	-13%	-3%	7	-4%	-0.4%	-5%	-8%	-11

Compound activity from PubChem.

Some of the compounds tested; the hit share may differ from the screen's.
